# KB-V1 cytotox: KB-V1 MDR subline cytotoxicity; AID 1347076; KB-V1 MDR cells viability, CellTiter-Glo, 72 h; 400,000 tested, 3.4% active; Potency, µM (top dose mostly 46.1 µM), without a hit: top-dose activity change, negative = cytotoxicity, usual class: cytotoxic; further: potency means the concentration at half of the fitted maximal effect; on the % scale 0 is the no-effect control and ±100 the full control effect; nearly all actives have a fitted effect of over 60% in size
#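 Cytotoxicity toward P-gp-expressing KB-V1 cells was determined as loss of CellTiter-Glo luminescence after 72 h at 37 degrees C. Compounds were tested in quantitative HTS format across a concentration range, with curves fitted to normalized data.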
# HT1080 IDH1KD tx: toxicity to HT-1080 IDH1 knockdown cells (counter line). HT-1080 IDH1 knockdown viability, ATP luminescence, 48 h. Potency, µM (doses to about 46.1 µM), for inactives: top-dose activity, negative = toxicity, actives largely listed as cytotoxic. 360,000 tested, 2% active;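 further: potency means the concentration at half of the fitted maximal effect; 0% = DMSO wells and -100% = cell-free medium wells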
#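 In this qHTS, HT-1080 cells depleted of IDH1 are exposed for 48 h at 37 °C to compound titrations. Toxicity is scored from CellTiter-Glo luminescence, with DMSO as full viability and medium alone as none.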
# MCF10A rereplic: induces DNA re-replication in MCF 10a normal breast cells; MCF 10A DNA re-replication, Hoechst nuclear intensity, 48 h; 350,000 tested, 2.9% active; Potency, µM (top dose mostly 46.1 µM), without a hit: at the highest dose activity, positive = re-replication, most hits filed as activators; further: potency means the concentration at half of the fitted maximal effect; % of control where 0% means no effect; nearly all actives have a fitted effect of over 50% in size
# ATXN viability: reduces viability in counter-screen for ATXN expression inhibitors; AID 651635; S2 cells (HEK-293 line with an ATXN2-luciferase reporter) viability, CellTiter-Fluor protease fluorescence, 24 h; 400,000 tested, 0.49% active; Potency, µM (series often up to 56.7 µM), actives largely listed as cytotoxic; further: potency means the concentration at half of the fitted maximal effect; nearly all actives have a fitted effect of over 40% in size
# HT1080-NT tox: kills 2HG-producing HT-1080-NT fibrosarcoma cells; Potency, µM (highest dose often 46.1 µM), for the others: at the highest dose activity, negative = less viability, hits mostly cytotoxic; AID 686970; 360,000 tested, 1.6% active; HT-1080-NT fibrosarcoma viability, CellTiter-Glo ATP luminescence, 48 h;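 further: NT is the 2HG producing partner of a matched IDH1 knockdown line; potency means the concentration at half of the fitted maximal effect; 0% = DMSO-treated cells and -100% = media-only wells without cells; nearly all actives have a fitted effect of over 55% in size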
#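 HT-1080-NT; 750 cells/well; 5% FBS RPMI; 48 h compound, 37 degrees C; CellTiter-Glo luminescence; curve fitting and curve-class assignment.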
# ATXN2 expr inh: reduces ATXN2 reporter expression in HEK-293 cells; HEK-293 ATXN2-luciferase reporter, luminescence, 24 h; 360,000 tested, 0.72% active; AID 1745845; Potency, µM (doses to about 57 µM), for inactives: at the top dose activity change, negative = inhibition, usual class: inhibitors; further: potency means the concentration at half of the fitted maximal effect; on the % scale 0 is the no-effect control and ±100 the full control effect; nearly all actives have a fitted effect of over 55% in size
#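 qHTS (up to 57 uM final) was run with 24 h compound exposure of reporter cells at 37 °C. Each well was multiplexed: SteadyGlo luminescence measured ATXN2-luciferase expression after a fluorogenic Gly-Phe-AFC viability readout (25 uM final).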
# IL1B secr inh: inflammasome signaling inhibition, IL-1 beta readout. 360,000 tested, 4.7% active. THP-1 LPS/ATP IL-1B secretion, AlphaLISA, 16 h; hits give low values. activity change, % at 57.5 µM; in the data active means activity change below about -50%; inconclusive means mostly about -30% to -49%; further: on the % scale 0 is the no-effect control and ±100 the full control effect
#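 Secreted IL-1B measured by AlphaLISA bead assay after 16 h compound exposure of THP-1 cells; compounds (final up to 57.5 uM) added 1 h before LPS (250 ng/mL) and ATP (1.25 mM) stimulation; lower signal means less secretion.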
# KB-3-1 tox: KB-3-1 parental cell cytotoxicity | KB-3-1 viability, CellTiter-Glo ATP luminescence, 72 h | Potency, µM (doses to about 46.1 µM), without a hit: at the highest dose activity change, negative = cytotoxic, actives largely listed as cytotoxic | 400,000 tested, 1.4% active | AID 1347075; further: potency means the concentration at half of the fitted maximal effect; on the % scale 0 is the no-effect control and ±100 the full control effect; nearly all actives have a fitted effect of over 60% in size
#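 Luminescent ATP read-out (CellTiter-Glo) measures survival of drug-naive KB-3-1 cells after 72 h compound exposure at 37 °C. Titration series was screened from lowest to highest concentration, with DMSO vehicle plates as background controls.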
# SW480 rereplic: inducers of DNA re-replication in SW480 colon cancer cells; SW480 DNA re-replication, Hoechst DNA content imaging, 48 h; Potency, µM (series often up to 46.1 µM), for inactives: at the top dose re-replication activation, hits mostly activators; 340,000 tested, 1.8% active; AID 624297; further: potency means the concentration at half of the fitted maximal effect; % of control where 0% means no effect; nearly all actives have a fitted effect of over 55% in size
#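 Image-based DNA-content assay: after two days of treatment, nuclei were labelled with the DNA dye Hoechst and imaged, and hits were compounds raising the count of nuclei showing high fluorescence intensity.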
# Numbers without * were called inactive; i = inactive; ? = inconclusive; nt = no result given; & = joins results of further samples; ! = repeats disagree; [ ] = remark or other dose. Unless noted, the call rests on the fitted dose curve; in most records, active means well fitted curve in the direction sought with a large enough effect; inconclusive means small, poorly fitted or top-dose-only effect, or another doubt; inactive means no such curve, though single readings can be large; an effect the other way counts as inactive or inconclusive.
SMILES,KB-V1 cytotox,HT1080 IDH1KD tx,MCF10A rereplic,ATXN viability,HT1080-NT tox,ATXN2 expr inh,IL1B secr inh,KB-3-1 tox,SW480 rereplic
CC12CCC(C(=O)CC1=O)C2(C)C (stereo unspecified),-2%,10%,3%,i,14%,0%,9,2%,-4%
O=C(Nc1cccc(S(=O)(=O)N2CCCCCC2)c1)C1CC(=O)N(c2ccc3c(c2)OCCO3)C1 (stereo unspecified),23%,-1%,16%,?,5%,-11%,4,-25%,2%
COc1ccc(S(=O)(=O)NC(C)C(=O)Nc2ccccc2C(F)(F)F)cc1 (stereo unspecified),16µM*,-11%,1%,i,11%,-3%,9,-1%,-1%
OC1(c2ccccc2Cl)NN=C2CCCCCN21 (stereo unspecified),9%,23%,-25%,i,-16%,1%,0,-7%,-1%
COCCCn1cc(CN2CC(N3CCN(Cc4cccc(C)c4)CC3)CS2(=O)=O)nn1 (stereo unspecified),0%,6%,nt,i,0%,3%,0,5%,nt
COc1cccc(-n2c(=O)c3cc(OC)c(OC)cc3n(CC(=O)Nc3cc(C)[nH]n3)c2=O)c1,-2%,0%,1%,i,-4%,-8%,15,3%,-4%
COc1ccc(CN2CC(C(=O)NCc3ccc4c(c3)OCO4)CC2=O)cc1 (stereo unspecified),2%,7%,-5%,i,7%,-3%,8,15%,-6%
COCCNC(=O)CSc1ccccc1C(=O)NCC1CCCCC1,4%,17%,4%,i,-2%,-7%,16,2%,-13%
CC(C)NS(=O)(=O)c1ccc(CCC(=O)N2CCOCC2)cc1,3%,5%,8%,i,3%,1%,24,22%,0%
COC(=O)c1cccc(-c2noc(-c3ccccc3F)n2)c1,35%,nt,5%,i,nt,14%,nt,-5%,-4%
O=C(Cn1c(=O)c(C(F)(F)F)nc2ccccc21)Nc1cccc(Br)c1,2%,nt,nt,i,nt,7%,nt,2%,nt
Cc1cc(O)ccc1N/C=C/c1onc(C)c1[N+](=O)[O-],10%,?,3%,i,16µM*,nt,?,8%,9%
COc1ccc(N(C)S(=O)(=O)c2cccc(C(=O)NCC(c3ccco3)N3CCCC3)c2)cc1 (stereo unspecified),?,1%,6%,i,1%,-6%,-5,1%,3%
CCc1ccc(NC(=O)CCCc2nc(-c3ccco3)no2)cc1,9%,nt,nt,i,nt,6%,nt,-3%,nt
CCCCCC(=O)NCC(C)NC(=O)CCCCC (stereo unspecified),3%,-3%,1%,i,0%,6%,17,-2%,-2%
CCn1c(SCC(=O)Nc2ccc3c(c2)OCCO3)nnc1-c1cccnc1,-9%,-3%,0%,i,2%,-10%,14,0%,-10%
Cc1ccsc1C1Nc2ccccc2C(=O)N1O (stereo unspecified),?,-1%,1%,i,-3%,7%,8,4%,16µM*
COC(=O)c1c(SCC(=O)Nc2cccc(Cl)c2C)[nH]c2ccccc2c1=O,-18%,nt,nt,i,nt,9%,nt,-3%,nt
O=C(O)c1ccc(N2C(=O)/C(=C/c3ccc(-c4ccc([N+](=O)[O-])cc4)o3)C=C2c2ccccc2)cc1,?,-24%,?,?,-28%,-18%,14,?,2%
C[C@H](CO)N1C[C@H](C)[C@@H](CN(C)Cc2ccccc2)Oc2c(NC(=O)Cc3ccccc3)cccc2C1=O,?,?,?,?,?,?,-9,23µM*,-5%
C#CCn1c2ccccc2c2nc3ccccc3nc21,18µM*,0%,-9%,i,-7%,27%,2,6%,-2%
CCOc1ccc(C(C(=O)NCCOC)N(CCOC)C(=O)CCC(=O)Nc2ccccn2)cc1 (stereo unspecified),?,9%,-1%,i,22%,7%,-2,1%,-4%
CCN(CC)C(=O)c1[nH]cnc1C(=O)N[C@@H](C)c1ccccc1,8%,-1%,-10%,i,-1%,0%,-2,3%,-3%
CCOc1ccc(CCNC(=O)c2cc(C)nn2-c2ccccc2)cc1,-20%,-6%,11%,i,-5%,-10%,3,-2%,-1%
COC(=O)C1=C(C)N(C)C(=O)NC1c1cc2c(cc1Br)OCO2 (stereo unspecified),6%,2%,-4%,i,-4%,-19%,-14,2%,8%

# Other compounds
SMILES,KB-V1 cytotox,HT1080 IDH1KD tx,MCF10A rereplic,ATXN viability,HT1080-NT tox,ATXN2 expr inh,IL1B secr inh,KB-3-1 tox,SW480 rereplic
CCN1CCN(C(c2ccc(C)cc2)c2sc3nc(-c4ccco4)nn3c2O)CC1 (stereo unspecified),-4%,nt,nt,?,nt,16%,nt,7%,nt
CCCCc1ccc(S(=O)(=O)NNC(=S)NCc2ccco2)cc1,20%,3%,11%,i,2%,1%,7,2%,1%
CCNC(=O)CSc1nnc(-c2cc(-c3ccc(Cl)cc3)nc3ccccc23)o1,7%,-4%,2%,i,2%,-13%,-2,-2%,-1%
COCCNC(=O)C1CCCN(C(=O)c2nc3ccccc3s2)CC1 (stereo unspecified),-3%,3%,nt,i,12%,-6%,31,0%,nt
CN(C)c1cc2c3ccccc3n(C)c2cc1N,-1%,-20%,?,i,-14%,6%,0,1%,8%
CCO/C(C)=N/n1c2nc3ccccc3nc2c2c(=O)n(Cc3ccccc3Cl)c(C)nc21,-5%,6%,?,i,24%,5%,?,7%,?
CC(C)C1N(C(=O)N(C)C)CCN1S(=O)(=O)c1ccccc1 (stereo unspecified),13%,13%,-4%,i,7%,3%,11,14%,-10%
CC(C)N1CCC(=NNc2ccc(S(=O)(=O)N3CCOCC3)cc2[N+](=O)[O-])CC1,?,0%,6%,i,-1%,-3%,4,-6%,-2%
COc1ccccc1C(CNC(=O)c1cccc(S(=O)(=O)N2CCCc3ccccc32)c1)N(C)C (stereo unspecified),5.8µM*,-6%,25%,?,-20%,5%,?,1%,5%
CCC(=O)NC(=S)Nc1ccc(S(=O)(=O)N2CCN(C)CC2)cc1,7%,17%,-1%,i,6%,?,12,10%,-3%
C[C@]12CCC(=O)C[C@@H]1CC[C@@H]1[C@@H]2CC[C@]2(C)C=CC[C@@H]12,18%,11%,30µM*!,i,23%,2%,44,0%,-5%&24%
O=C(Nc1cccc(S(=O)(=O)NC2=NCCC2)c1)c1cc(=O)[nH]c2ccccc12,9%,0%,-2%,i,-5%,7%,3,5%,-15%
CC(C)(C)c1ccccc1OCC(=O)Nc1ncn[nH]1,-27%,-16%,6%,i,-13%,-2%,20,5%,-4%
CC(O)CNC(=O)C1CCN(Cc2ccc(OCc3ccccc3)cc2)CC1 (stereo unspecified),-19%,-2%,-1%,i,7%,32%,-3,-16%,5%
COc1cc(NC(=O)c2cc(S(=O)(=O)N3CCC(C)CC3)cn2C)cc(OC)c1OC,-23%,nt,nt,i,nt,8%,nt,1%,nt
Cc1cc(C(=O)OCC(=O)c2ccc3c(c2)OCCO3)c(C)o1,-3%,9%,-20%,i,16%,10%,-22,8%,-17%
CCOC(=O)c1ccc(NC(=O)c2nc[nH]c2C(=O)N2CCN(c3ccccc3)CC2)cc1,-7%,4%,7%,i,3%,4%,-2,-6%,-69%[inhibitor][9.22 µM]
CC1(C(=O)NCc2ccccc2Br)CCN1C(=O)C1(c2ccc(Cl)cc2)CC1 (stereo unspecified),?,-1%,nt,i,3%,-19%,-28,?,nt
CCCCCc1cc(=O)oc2c(C(CCN3CCCC3)c3cc(OC)c(OC)c(OC)c3)c(OC)cc(OC)c12 (stereo unspecified),8%,?,?,nt,?,?,-5,?,?
COc1ccc(CC(=O)Nc2cccc(-c3nnc(-c4ccc(C)cc4)o3)c2)cc1OC,4.1µM*,?,?,?,?,?,-99*,-14%,-2%
O=C(NCC1CCCO1)c1cccc(NC(=O)c2ccccc2)c1 (stereo unspecified),0%,-8%,7%,i,3%,-10%,-15,-1%,25%
O=C(NNC(=S)NC1CCCCC1)c1ccccc1Cl,-12%,3%,-29%,i,-1%,4%,11,11%,0%
COC(=O)c1ccc(N2CCN(CC(=O)c3ccc(-c4ccccc4)cc3)CC2)c([N+](=O)[O-])c1,-10%,-13%,4%,i,-6%,10%,9,-22%,0%
O=C(COC(=O)C1(c2cccc(F)c2)CCCC1)NCc1cccs1,3%,-4%,?,?,2%,-35%,3,-3%,20%
CCOC(=O)N1CCC(NCCNC(=O)c2ccco2)CC1,-18%,5%,2%,i,4%,-22%,2,4%,-34%

# More entries:
SMILES,KB-V1 cytotox,HT1080 IDH1KD tx,MCF10A rereplic,ATXN viability,HT1080-NT tox,ATXN2 expr inh,IL1B secr inh,KB-3-1 tox,SW480 rereplic
Cc1ccc(C(=O)c2cn(CC(=O)NC3CCCCC3)c3nc(C)ccc3c2=O)cc1,6%,nt,nt,i,nt,5%,nt,0%,nt
Cc1ccc(-c2nc3ncccn3c2Nc2ccc3c(c2)OCCO3)o1,3%,12%,-9%,i,20%,34%,-23,14%,1%
Cc1nn(C)cc1/C=N/NC(=O)Cn1nccc1C,-2%,3%,2%,i,-1%,1%,1,9%,-3%
COc1ccc(NS(=O)(=O)c2cc(C(=O)NNC(=O)c3ccncc3)ccc2OC)c(OC)c1,-5%,24%,-17%,i,20%,0%,14,-2%,-6%
CC1=CC(C)(C)N(C(=O)CNC2CCCC2)c2cc(C)ccc21,-14%,-1%,-5%,i,-17%,-40%,0,-1%,3%
COc1ccccc1NC(=O)CCC(=O)Nc1nnc(C2CCCCC2)s1,9%,9%,5%,i,11%,1%,51,4%,?

# Shown with two lines to a compound: entries from further up.
# Each structure is followed by: KB-V1 cytotox | HT1080 IDH1KD tx | MCF10A rereplic | ATXN viability | HT1080-NT tox | ATXN2 expr inh | IL1B secr inh | KB-3-1 tox | SW480 rereplic
CC(C)NS(=O)(=O)c1ccc(CCC(=O)N2CCOCC2)cc1
→ 3% | 5% | 8% | i | 3% | 1% | 24 | 22% | 0%
COC(=O)c1cccc(-c2noc(-c3ccccc3F)n2)c1
→ 35% | nt | 5% | i | nt | 14% | nt | -5% | -4%
O=C(Cn1c(=O)c(C(F)(F)F)nc2ccccc21)Nc1cccc(Br)c1
→ 2% | nt | nt | i | nt | 7% | nt | 2% | nt
Cc1cc(O)ccc1N/C=C/c1onc(C)c1[N+](=O)[O-]
→ 10% | ? | 3% | i | 16µM* | nt | ? | 8% | 9%

# Source: PubChem BioAssay
